CASP6 VEID inh: human caspase-6 inhibitors, primary screen, biochemical, VEID-R110 fluorescence, single point, set 2 | purified caspase-6, Z-VEID-R110 cleavage fluorescence | inhibition, % at 12.5 µM | actives 0.53% (n = 350,000) | AID 686996, 2013;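 active means mean inhibition across replicates at least about 35%, with every replicate also reaching that limit, limit read from the data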;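 further: 0% = median of neutral control wells and 100% = no fluorescence left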
Target sequence (P55212 24-179 limits assumed): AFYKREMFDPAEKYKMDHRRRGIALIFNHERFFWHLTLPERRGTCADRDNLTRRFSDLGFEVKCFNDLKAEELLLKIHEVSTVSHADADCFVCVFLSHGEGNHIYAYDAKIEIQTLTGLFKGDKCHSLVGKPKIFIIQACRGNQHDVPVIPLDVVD
Target sequence (P55212 194-293 limits assumed): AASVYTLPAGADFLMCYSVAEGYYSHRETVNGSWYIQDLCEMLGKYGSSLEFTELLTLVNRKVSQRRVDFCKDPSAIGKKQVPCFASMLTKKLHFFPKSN
esBAF inh: Bmi1 luciferase reporter increase in mESCs, primary screen, esBAF inhibitor project, mouse ES cells, Bmi1 luciferase knock-in, single point. actives 2% (n = 350,000). 24 h; 100% = twice the neutral-well signal. reporter increase, % at 12.5 µM; in the data active means activation above about 40%;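 further: 0% = median of the plate's neutral control wells and 100% = double that signal; a rise in the Bmi1 reporter signal indicates esBAF inhibition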
LGR2 antag: inhibitors of bursicon-induced LGR2 CRE-luciferase signal, primary screen, cell-based, HEK293, CRE-luciferase reporter, bursicon stimulation | Drosophila bursicon receptor LGR2 (rickets) | bursicon-stimulated, 4 h | inhibition, % at 9.99 µM | actives 0.35% (n = 380,000) | AID 720647, 2013;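 active means drop in luminescence signal, shown as inhibition above about 50% in the replicate tests, limit read from the data, passing the limit was not always enough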;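 further: agonist challenge used bursicon conditioned medium at about half maximal strength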
SIRT5 block: SIRT5 desuccinylase inhibitors, primary screen, biochemical, fluorescence imaging, single point, set 5. NAD-dependent protein deacylase sirtuin-5, mitochondrial (Homo sapiens), Q9NXA8. Purified SirT5, succinyl-peptide AMC, trypsin-coupled fluorescence. inhibition, % at 15 µM. actives 1.1% (n = 330,000); in the data active means inhibition above about 15%
Target sequence (Q9NXA8 whole entry, looked up): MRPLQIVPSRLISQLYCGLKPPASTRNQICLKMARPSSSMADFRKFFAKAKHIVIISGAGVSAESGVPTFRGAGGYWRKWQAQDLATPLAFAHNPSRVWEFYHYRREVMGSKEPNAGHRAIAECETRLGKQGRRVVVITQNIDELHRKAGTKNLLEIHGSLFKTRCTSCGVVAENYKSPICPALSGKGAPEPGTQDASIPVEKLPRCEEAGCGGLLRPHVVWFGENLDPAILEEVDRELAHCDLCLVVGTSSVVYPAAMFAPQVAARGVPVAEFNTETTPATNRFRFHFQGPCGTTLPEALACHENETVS
C2C12 statin: suppressors of statin myotoxicity in C2C12 myotubes, primary screen, cell-based, single point, plate reader. C2C12 myotubes + simvastatin, ATP luminescence, 48 h; scaled: DMSO 0, geranylgeraniol control 100. rescue of ATP level, % at 7.49 µM. actives 0.78% (n = 330,000). AID 602340, 2012;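 active means mean ATP rescue above about 67%, or every replicate alone reaching that limit, limit read from the data, passing the limit was not always enough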;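 further: myotubes were challenged with 10 µM simvastatin during compound exposure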
FN deposition inh: inhibitors of fibronectin matrix deposition, primary screen, AH1F cells, Alexa488-fibronectin fluorescence, plate reader; AID 743247, 2014; AH1F fibroblasts, overnight; inhibition, % at 12.6 µM; actives 0.086% (n = 350,000);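 active means mean inhibition across replicates of 30% or more, regardless of how many single replicates reach that level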;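 further: positive control wells lacked labelled fibronectin entirely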
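Assay system: AH1F fibroblasts / Quantity: 10000 cells per well / Medium: DMEM plus 2% serum, read in PBS / Reagent: labelled fibronectin 24 nM / Dosing: single dose, pinned / Times: 1 h cell attachment, overnight exposure to compound and label / Signal: fluorescence, ex 485 nm, em 525 nm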
S100A4 MyoIIA: inhibitors of S100A4-myosin IIA peptide binding, primary screen, biochemical, fluorescence polarization, TAMRA-MyoIIA peptide; Protein S100-A4 (Homo sapiens), P26447; inhibition, % at 10.7 µM; actives 0.14% (n = 360,000);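 active means mean inhibition of at least 70% across replicates, with every replicate also reaching that level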
Target sequence (P26447 whole entry, looked up): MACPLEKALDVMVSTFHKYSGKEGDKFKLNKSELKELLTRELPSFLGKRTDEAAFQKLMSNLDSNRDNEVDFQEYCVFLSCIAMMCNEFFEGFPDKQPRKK
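incubation = readout 5 min after mixing, signal stable up to 60 min | system = S100A4 monomer protein | buffer or medium = HEPES pH 7.2 with CaCl2, KCl, NaCl, DTT, Triton | benchmarks = neutral control DMSO, positive control TFP | also added = fluorescent myosin IIA peptide, 5 nM | compound dosing = one concentration per compound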
Numbers without * were called inactive; / = no result given; & = joins results of further samples. A portion of the library; count on the stated rates, not on these rows.

Every second line gives: CASP6 VEID inh, esBAF inh, LGR2 antag, SIRT5 block, C2C12 statin, FN deposition inh, S100A4 MyoIIA
[1] CCOC(=O)C1CCN(c2ncnc3c2cnn3-c2ccc(OC)cc2)CC1
  -3, -67, /, -6, 9, -18, 0
[2] CCOC(=O)C(CC)/C(C)=N\NC(=O)c1cccc(C)c1 (configuration not stated)
  0, /, 8, -4, /, -17, -9
[3] C/C=C/C=C/C(=O)N1CC2(CC(c3cccc(NC(=O)CCCCC)c3)=NO2)C[C@H]1C(N)=O (some centres not stated)
  0, -5, /, -5, 2, -5, -4
[4] C[C@@H]1CN([C@H](C)CO)C(=O)Cc2cc(NC(=O)Nc3ccc(F)cc3)ccc2O[C@H]1CN(C)Cc1ccc(C(=O)O)cc1
  1, 0, 1, 1, -16, /, -3
[5] C[C@@H]1CN([C@H](C)CO)C(=O)c2cc(NC(=O)Cc3ccccc3)ccc2O[C@@H](C)CCCCO[C@H]1CN(C)S(=O)(=O)c1ccc(Cl)cc1
  0, 5, -18, 8, /, /, 5
[6] O=C(CS(=O)(=O)c1c[nH]c2ccccc12)N1CCCc2ccccc21
  1, -1, 0, -7, -7, 3, -3
[7] Cc1cc(OCc2cc(C(=O)N3CCN(C)C(=O)[C@@H]3C)no2)cc(C)c1Cl
  3, -3, 0, 4, -11, -1, -3
[8] O=C1CC(C(=O)NCCc2ccccc2)SC(=Nc2ccccc2)N1 (configuration not stated)
  -2, /, -4, -3, /, 6, -2
[9] [O-]C1=N/[N+](=C/c2ccccc2)CC1
  1, 11, -22, -3, 4, 1, 0
[10] C[C@@H]1CN([C@H](C)CO)C(=O)c2cc(NC(=O)Cn3cnnn3)ccc2O[C@H]1CN(C)Cc1ccncc1
  1, 5, 1, 2, -17, /, -8
[11] c1ccc(N=Nc2ccc3cccccc2-3)cc1
  1, /, -118, 3, /, -15, 2
[12] CC1NC(=O)NC1CCCCCC(=O)Nc1ccc(F)c(Cl)c1 (configuration not stated)
  -6, /, -2, -3, /, -9, -13
[13] COc1ccc2[nH]c(=O)c(CN(Cc3ccco3)Cc3nnnn3Cc3ccccc3)cc2c1
  /, 3, -1, /, 13, /, /
[14] Cc1csc(NC(=O)c2cc(-c3ccncc3)nc3ccccc23)n1
  1, /, 6, 1, /, -6, -4
[15] FC(F)(F)c1cccc(OCC2CNC(=S)O2)c1 (configuration not stated)
  2, 13, -1, -1, -16, 3, -8
[16] Cn1cc(SCC(=O)NCc2ccc3c(c2)OCO3)c2ccccc21
  2, 4, 14, -1, 14, -3, 1
[17] C[C@@H]1C(c2ccccc2)=NN(c2ccccc2)[C@H]1C(=O)N1CCOC1=O
  3, 1, 6, 2, 26, /, 3
[18] CC(=O)c1cccc(NC(=O)C2(c3ccccc3)CC2(Cl)Cl)c1 (configuration not stated)
  -2, -8, -16, 1, -2, -8, 5
[19] COc1cccc(C2CC(c3ccc(Cl)cc3)n3nc(N)nc3N2)c1 (configuration not stated)
  -2, -7, -9, /, 5, 12, 4
[20] COC1=C(Nc2ccccc2OC)C(=O)c2ccccc2C1=O
  1, /, 6, -1, /, 8, -7
[21] CCc1ccccc1N1CN(Cc2cccnc2)CNC1=S
  0, 5, 0, -3, 10, -3, -7
[22] COc1ccc(CN(C)C[C@H]2Oc3ccc(N(C)C)cc3CC(=O)N([C@H](C)CO)C[C@H]2C)cc1
  1, 6, -9, 1, 8, /, 3
[23] COc1cccc(CNC(=O)[C@H]2CCCN2C(=O)[C@H]2CCCN2C(=O)c2cccs2)c1
  -3, /, -1, /, /, 3, 2
[24] CC(C)C(NC(=O)c1c(F)cccc1F)C(=O)N1CCN(c2ncccn2)CC1 (configuration not stated)
  1, -1, -3, 0, 5, -3, -6
[25] O=C(Nc1ccc(F)c(Cl)c1)C1Cc2c(-c3cccc(F)c3)ccnc2O1 (configuration not stated)
  0, -7, 1, /, -9, 24, -5
[26] O=C(Nn1c(-c2ccc(F)cc2)nc2ccccc2c1=O)C1CCCCC1
  2, 4, 1, -2, -14, /, -2
[27] CCOc1ccc(NC(=S)NC(=O)c2cnn(CC)c2)c([N+](=O)[O-])c1
  3, -13, 15, -3, -2, 0, -13
[28] C=CCN(C(=O)c1csnn1)C(C(=O)NC1CCCCC1)c1ccccc1 (configuration not stated)
  0, 2, -1, -2, 7, 11, 1
[29] Nc1cccc(S(=O)(=O)Nc2ccc(Br)cc2)c1
  3, 6, -9, -2, -5, -2, -8
[30] CCn1c(=N)n(CC(O)COc2ccc(C)cc2)c2ccccc21 (configuration not stated)
  0, /, 13, -2, /, 6, -2

In the list so far, 11 have a halogen.
Every second line gives: CASP6 VEID inh, esBAF inh, LGR2 antag, SIRT5 block, C2C12 statin, FN deposition inh, S100A4 MyoIIA
[4] C[C@@H]1CN([C@H](C)CO)C(=O)Cc2cc(NC(=O)Nc3ccc(F)cc3)ccc2O[C@H]1CN(C)Cc1ccc(C(=O)O)cc1
  1, 0, 1, 1, -16, /, -3
[5] C[C@@H]1CN([C@H](C)CO)C(=O)c2cc(NC(=O)Cc3ccccc3)ccc2O[C@@H](C)CCCCO[C@H]1CN(C)S(=O)(=O)c1ccc(Cl)cc1
  0, 5, -18, 8, /, /, 5
[7] Cc1cc(OCc2cc(C(=O)N3CCN(C)C(=O)[C@@H]3C)no2)cc(C)c1Cl
  3, -3, 0, 4, -11, -1, -3
[12] CC1NC(=O)NC1CCCCCC(=O)Nc1ccc(F)c(Cl)c1 (configuration not stated)
  -6, /, -2, -3, /, -9, -13
[15] FC(F)(F)c1cccc(OCC2CNC(=S)O2)c1 (configuration not stated)
  2, 13, -1, -1, -16, 3, -8
[18] CC(=O)c1cccc(NC(=O)C2(c3ccccc3)CC2(Cl)Cl)c1 (configuration not stated)
  -2, -8, -16, 1, -2, -8, 5
[19] COc1cccc(C2CC(c3ccc(Cl)cc3)n3nc(N)nc3N2)c1 (configuration not stated)
  -2, -7, -9, /, 5, 12, 4
[24] CC(C)C(NC(=O)c1c(F)cccc1F)C(=O)N1CCN(c2ncccn2)CC1 (configuration not stated)
  1, -1, -3, 0, 5, -3, -6
[25] O=C(Nc1ccc(F)c(Cl)c1)C1Cc2c(-c3cccc(F)c3)ccnc2O1 (configuration not stated)
  0, -7, 1, /, -9, 24, -5
[26] O=C(Nn1c(-c2ccc(F)cc2)nc2ccccc2c1=O)C1CCCCC1
  2, 4, 1, -2, -14, /, -2
[29] Nc1cccc(S(=O)(=O)Nc2ccc(Br)cc2)c1
  3, 6, -9, -2, -5, -2, -8

Further results
Every second line gives: CASP6 VEID inh, esBAF inh, LGR2 antag, SIRT5 block, C2C12 statin, FN deposition inh, S100A4 MyoIIA
[31] C/C(=N/NC(=O)c1ccc(Br)o1)c1cccs1
  -1, /, -78, 2, /, -2, -10
[32] CCc1ccccc1NS(=O)(=O)c1cc2c(cc1C)n(C)c(=O)c(=O)n2C
  3, 9, 3, /, -9, 6, 8
[33] Cc1ccc(S(=O)(=O)N2CCCCC2)cc1NS(=O)(=O)c1ccc(Cl)c(C(=O)O)c1
  5, 0, 0, -1, -1, 12, 4
[34] CCCc1cc(C(=O)Nc2cccc(Cl)c2)no1
  1, 54*, -9, -3, 6, -5, -1
[35] C[C@@H]1CCCCO[C@@H](CN(C)Cc2ccc(C(F)(F)F)cc2)[C@H](C)CN([C@H](C)CO)C(=O)c2cc(NC(=O)Nc3cccc4ccccc34)ccc2O1
  /, 6, 8, /, /, -6, /
[36] Cc1noc(C)c1S(=O)(=O)Nc1cccc2c1O[C@H](CN(C)C)[C@H](C)CN([C@H](C)CO)C2=O
  3, 0, 14, 1, -11, 2, 7
[37] C[C@@H]1CN([C@@H](C)CO)C(=O)c2c(c3ccccc3n2C)-c2ccccc2CO[C@H]1CN(C)C(=O)c1ccccc1
  -1, 2, 1, -5, /, 13, -3
[38] COc1ccccc1-c1ccc2c(c1)[C@@H]1[C@@H](CCN1S(=O)(=O)c1ccccc1OC)[C@H](CO)N2
  /, -2, 4, /, -28, -9, /
[39] Cc1ccc(-n2ncc3c2CC(C)(C)CC3NC(=O)Cc2c(C)noc2C)cc1 (configuration not stated)
  3, 2, 7, -3, -6, /, -10
[40] Cc1cccc(NC(=O)CSc2nc(=O)n(CCCN3CCOCC3)c3c2CCCC3)c1
  -3, -3, -4, 3, 16, -4, -12
[41] COc1cccc(-c2ccc3c(c2)[C@@H]2[C@@H](CCN2S(=O)(=O)c2ccccc2C)[C@@H](CO)N3)c1
  0, -10, 9, -29, -8, 8, 11
[42] Cc1ccccc1-c1ccc(C2[C@@H]3CN(S(=O)(=O)c4cn(C)cn4)C[C@H]2N3)cc1 (some centres not stated)
  1&2, /, 4&-12, -1&7, /, 5&-4, 1&1
[43] C[C@@H]1CN([C@@H](C)CO)C(=O)c2cc(NS(=O)(=O)c3ccccc3)ccc2O[C@@H]1CN(C)Cc1ccc(C(=O)O)cc1
  0, 0, 16, 0, /, /, -17
[44] CCS(=O)(=O)N1CCC(C(=O)NCc2cccs2)CC1
  /, -4, /, /, 4, 9, /
[45] COc1ccc(S(=O)(=O)N2CCCCC2)cc1NC(=O)C1CSC2(C)CCC(=O)N12 (configuration not stated)
  2, 4, -6, -2, 6, /, -4
[46] O=C(Nc1cccc(S(=O)(=O)NC2=NCCCCC2)c1)C1COc2ccccc2O1 (configuration not stated)
  1, /, 15, 4, /, 0, 1
[47] CN(C)C(=O)C[C@H]1CC[C@@H]2[C@@H](COc3ccc(NC(=O)c4ccc(F)c(F)c4)cc3C(=O)N2C)O1
  2, 6, 5, -5, 10, -7, 4
[48] COc1ccc(CNC(=O)c2cn(Cc3ccc(OC(C)=O)cc3)c(=O)s2)cc1
  1, 0, 5, /, 13, -10, -7
[49] O=C(CCC(=O)NNC(=O)c1ccc([N+](=O)[O-])cc1)NCc1ccccc1
  1, 1, -8, /, -1, -19, -13
[50] CCOC(=O)N1CCN(C(=O)CN(c2ccc(Oc3ccccc3)cc2)S(C)(=O)=O)CC1
  /, 11, /, /, 2, -4, /
[51] COc1ccc(/C=C/C(=O)NCc2ccc3c(c2)OCO3)cc1OC
  -4, /, -1, -2, /, -6, 2
[52] C[C@H](CO)N1C[C@H](C)[C@H](CN(C)C(=O)Nc2ccccc2)Oc2c(NC(=O)C3CCCCC3)cccc2C1=O
  0, -1, -8, 5, -36, /, -3
[53] CCc1nc(NCC2CC2)c2nnn(Cc3ccccc3)c2n1
  -1, 2, -25, 1, 0, 8, 1
